S1P4 antagonist = blocks the human S1P4 receptor | inhibition, % at 4.98 µM | S1P4-expressing cells, antagonist mode, reporter read-out | O95977 | hit rate 0.26% among 220,000; in the data active = inhibition above about 29%;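 note: 0% = wells stimulated with agonist and 100% = vehicle wells without agonist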
Target sequence (O95977 whole entry, looked up): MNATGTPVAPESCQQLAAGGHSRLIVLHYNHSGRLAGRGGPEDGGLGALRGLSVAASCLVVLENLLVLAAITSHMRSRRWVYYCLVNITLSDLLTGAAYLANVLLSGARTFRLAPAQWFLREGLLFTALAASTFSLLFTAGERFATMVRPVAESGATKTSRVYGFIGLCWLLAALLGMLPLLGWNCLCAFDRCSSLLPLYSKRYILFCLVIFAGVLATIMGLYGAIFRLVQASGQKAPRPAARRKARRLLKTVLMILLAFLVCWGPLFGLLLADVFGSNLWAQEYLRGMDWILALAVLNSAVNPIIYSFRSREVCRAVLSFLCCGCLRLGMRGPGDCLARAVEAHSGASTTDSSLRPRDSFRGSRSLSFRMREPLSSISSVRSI
RBBP9 inhibitor = blocks human serine hydrolase RBBP9; AID 1515; O75884; hit rate 0.2% among 220,000; recombinant RBBP9, FP-Rh probe fluorescence polarization; inhibition, % at 7.94 µM;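 active = inhibition above the campaign mean of all tested compounds plus 3 SD, cut at about 14% in these data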;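 note: plate controls were DMSO wells with RBBP9 for no effect and wells lacking RBBP9 protein for full effect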
Target sequence (O75884 whole entry, looked up): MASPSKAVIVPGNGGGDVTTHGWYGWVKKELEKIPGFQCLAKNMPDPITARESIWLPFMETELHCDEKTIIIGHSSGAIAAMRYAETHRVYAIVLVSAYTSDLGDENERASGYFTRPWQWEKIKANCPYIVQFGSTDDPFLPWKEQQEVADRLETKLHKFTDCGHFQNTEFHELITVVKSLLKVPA
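System: RBBP9 protein / Quantity: 2.5 µM RBBP9 dispensing solution, before mixing / Also added: Serine-hydrolase probe FP-Rh, 375 nM pre-mixing / Dosing: 7.94 µM single dose, 0.794% DMSO / Timing: enzyme-compound preincubation 30 min, then probe labeling 45 min, 25 °C / Signal: FP readout at 525/598 nm / Controls: DMSO-treated enzyme wells and wells lacking RBBP9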
Ba/F3 V617F tox = reduce viability of Ba/F3 cells dependent on JAK2V617F; Ba/F3 EpoR-JAK2V617F viability, ATP luminescence; inhibition, % at 5.6 µM; hit rate 1.1% among 220,000; AID 1446;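 active = inhibition above the campaign mean plus 3 SD over all tested compounds, cut at about 24% in these data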;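 note: cytokine-independent growth of Ba/F3 cells driven by EpoR plus mutant JAK2; 0% = DMSO-treated cells and 100% = JAK inhibitor I control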
Runt-CBFb FRET = inhibitors of human RUNX1 Runt domain binding to CBFb. Cerulean-Runt/Venus-CBFb FRET ratio 530/480, 1 h. hit rate 0.46% among 220,000. inhibition, % at 20 µM. Q01196+Q13951;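 active = inhibition over about 50% at 20 µM in the single-dose screen, limit read from the data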;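 note: 0% = DMSO wells and 100% = excess unlabeled CBFb competitor control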
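test system = Cerulean-Runt domain fusion protein, energy donor | probe or stimulus = Venus-CBFb binding partner, 100 nM | incubation = two 1 h room-temperature incubations shielded from light | detection = fluorescence energy transfer, 422 nm excitation, 530/480 nm emission | measure = loss of energy transfer signal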
NPY1 pot ag = potentiators or agonists of human neuropeptide Y receptor Y1. P25929. NPY-Y1 expressing cells, potentiator/agonist activation. activation, % at 3.6 µM. hit rate 0.37% among 220,000. AID 1304; in the data active = activation above about 33%, passing the limit was not always enough;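 note: cells stimulated with NPY at EC10 then isoproterenol at EC100; 0% = low agonist plus stimulus and 100% = saturating agonist plus stimulus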
S1P4 ag = human S1P4 receptor agonism | AID 1509 | S1P4-expressing cell line, agonist reporter assay | activation, % at 4.98 µM | O95977 | hit rate 0.35% among 220,000; in the data active = activation above about 11%;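 note: 0% = DMSO vehicle and 100% = reference agonist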
NPY-Y1 antag = antagonists of human neuropeptide Y receptor Y1; inhibition, % at 3.6 µM; HEK293-CNG Y1 cells, membrane potential fluorescence; NPY at EC95, then isoproterenol; hit rate 1% among 200,000;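 active = inhibition above the campaign mean inhibition of all tested compounds plus 3 SD, cut at about 20% in these data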;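 note: 0% = DMSO wells given NPY plus isoproterenol and 100% = isoproterenol alone without NPY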
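Test system: HEK293 cells co-expressing NPY Y1 receptor and cyclic-nucleotide gated channel; Also added: NPY (25 nM), isoproterenol (1 µM), Ro 20-1724 (25 µM); Compound dosing: one concentration, 3.6 µM, in 0.4% DMSO; Timing: dye 3 h, compound 60 min room temperature, stimulation 45 min; Technique: Membrane-potential fluorescent dye readout.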
NPY2 pot ag = potentiates or activates human NPY-Y2 receptor; P49146; cells expressing NPY-Y2, potentiator/agonist read-out; activation, % at 3.6 µM; hit rate 0.45% among 220,000; AID 1359; in the data active = activation above about 27%;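 note: cells stimulated with NPY near EC25 plus isoproterenol at EC100; 0% = vehicle plus submaximal agonist and 100% = vehicle plus saturating agonist; some results beyond the cut were filed as inactive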
Target sequence (P49146 whole entry, looked up): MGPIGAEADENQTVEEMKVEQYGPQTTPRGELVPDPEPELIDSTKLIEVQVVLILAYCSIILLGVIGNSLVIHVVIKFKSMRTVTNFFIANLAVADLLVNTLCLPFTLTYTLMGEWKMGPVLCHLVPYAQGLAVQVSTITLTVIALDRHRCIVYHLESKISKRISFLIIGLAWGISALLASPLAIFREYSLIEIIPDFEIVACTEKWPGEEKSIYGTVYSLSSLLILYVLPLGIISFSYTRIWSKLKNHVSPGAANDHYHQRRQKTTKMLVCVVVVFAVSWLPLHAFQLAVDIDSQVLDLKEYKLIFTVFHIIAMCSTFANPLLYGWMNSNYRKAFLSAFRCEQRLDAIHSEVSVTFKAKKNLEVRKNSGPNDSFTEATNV
BaF3 tox = reduces parental Ba/F3 cell viability, JAK2V617F counter-screen; AID 1486; CellTiter-Glo ATP luminescence; hit rate 1.1% among 220,000; inhibition, % at 5.6 µM;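 active = inhibition above a per-campaign cutoff, the mean inhibition of all tested compounds plus 3 SD, cut at about 27% in these data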;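 note: 0% = DMSO wells and 100% = JAK Inhibitor I control wells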
* marks the source's active call; other numbers are inactive results; . = not tested or not shown.

Each structure is followed by: S1P4 antagonist	RBBP9 inhibitor	Ba/F3 V617F tox	Runt-CBFb FRET	NPY1 pot ag	S1P4 ag	NPY-Y1 antag	NPY2 pot ag	BaF3 tox
CC(=O)N1N=C(C)CC1c1ccc(O)cc1 (centres undefined)
 : -13	-7	-3	-1	3	0.0	5	2	3
N#CCCN(C(=O)COC(=O)c1ccc2c(c1)NC(=O)CS2)c1ccc2c(c1)OCCO2
 : -5	-7	-3	3	16	1.8	5	12	-1
O=C(Nc1ccccc1)C1=C[C@@H](C2CC2)C[C@@H](OCc2ccc(CO)cc2)O1
 : 2	-10	2	-1	-5	0.6	0	-23	3
O=[N+]([O-])c1ccc(Nc2ccc(Cl)cc2)nc1
 : 4	-1	4	-8	22	2.1	-1	5	9
Cc1ccc(-n2ncc3c(=O)n(CC(=O)NC4CCCCC4)cnc32)cc1
 : 3	-2	-5	1	-4	-0.1	-2	-7	0
Cc1c(Br)c(C(=O)N2CCc3ccccc32)nn1C
 : -13	-4	-1	-1	1	1.3	3	12	4
CC1CC(=O)NN=C1c1ccc(NCCO)c([N+](=O)[O-])c1 (centres undefined)
 : -17	7	6	-2	-85	-3.9	78*	-46	9
COc1cccc(C(=O)N2C(C(=O)O)CSC2c2ccccc2Cl)c1 (centres undefined)
 : 7	-2	-3	-2	12	0.0	6	4	3
O=C1OC(Nc2nccs2)c2ccccc21 (centres undefined)
 : -14	-5	4	1	-20	-0.2	-2	-1	5
COc1ccc(CCNC(=O)C2CCN(S(=O)(=O)c3cccs3)CC2)cc1OC
 : -8	-9	2	-1	-24	0.8	4	7	6
CN(c1ccc(C(=O)N2CCN(Cc3ccc4c(c3)OCO4)CC2)cc1)S(C)(=O)=O
 : -9	5	-2	2	12	0.0	2	5	2
COc1ccc(CC(=O)Nc2c3c(nn2-c2ccccc2C)CS(=O)C3)cc1 (centres undefined)
 : -13	-10	0	-3	-5	-0.1	-1	6	5
CCOC(=O)C(C(=O)c1ccccc1)C1CC(C)NC(=S)N1 (centres undefined)
 : -20	-1	-1	1	6	0.0	3	-1	2
CN(C)S(=O)(=O)c1cccc(NC(=S)NC(=O)C2CCCCC2)c1
 : -22	0	-4	2	11	1.2	-3	4	3
CCS(=O)(=O)N1CCN(C(C)CCc2ccccc2)CC1 (centres undefined)
 : -13	-6	2	0	-13	0.3	3	-1	5
CC(Sc1ccc(Cl)cc1)C(=O)Nc1ccc2c(c1)OCO2 (centres undefined)
 : 4	-7	0	-4	-9	1.1	-2	-21	0
COc1ccc(/C=C/c2nc(N)nc(-c3ccccc3O)n2)cc1
 : -8	-2	-1	0	20	4.8	-2	3	10
CN(C)c1ccc(N2CN=C3SCC(=O)N3C2)cc1
 : -11	9	-2	0	-7	-0.2	-1	14	5
COc1ccc(S(=O)(=O)Nc2ccc(F)cc2)cc1N(C)S(=O)(=O)c1ccc(Cl)cc1
 : -23	-14	-3	-1	12	-3.5	-2	30	9
O=C(Nc1ccc2oc(-c3ccc4ccccc4c3)nc2c1)c1ccc2c(c1)OCCO2
 : 17	1	4	-4	3	0.9	5	-9	4
Cc1nn(-c2nnc(NCc3ccccc3)nn2)c(C)c1Br
 : -9	-6	3	-3	14	0.1	-8	10	3
Cc1cc(C)c(C#N)c(N2CCCC2)n1
 : -15	-5	-1	0	-16	-1.5	-2	-11	4
CSc1ccc(CN(C)Cc2nc3cc(C(F)(F)F)ccc3c(=O)[nH]2)cc1
 : -20	3	4	-3	-8	0.4	-2	-16	7
O=[N+]([O-])c1cc(C(F)(F)F)ccc1N1CCCNCC1
 : -12	3	-3	-1	10	0.4	-5	-21	1
CCCCOc1ccc(N(CC(=O)NC(C)C)C(=O)CCC(=O)Nc2ccccn2)cc1
 : -16	-5	-1	-7	3	1.5	3	-3	3
COc1ccc(NC(=O)Cn2ccc3c(OC)cccc3c2=O)cc1
 : 11	-1	-4	0	14	0.9	.	8	3
O=C(Nc1ccc(F)cc1F)N1CCCN(c2ccc([N+](=O)[O-])cn2)CC1
 : -11	-6	-2	2	8	2.0	.	-8	3
COc1ccc(N(CC(=O)Nc2cccc(C(C)=O)c2)S(C)(=O)=O)cc1OC
 : -5	-4	-2	0	18	-0.1	4	-2	1
Cc1ccnc(NC(c2ccncc2)c2c(C)[nH]c3ccccc23)c1 (centres undefined)
 : -9	-6	0	-4	-2	0.8	5	-6	11
CC(C)c1ccc(/C=C/C(=O)Nc2nncs2)cc1
 : -5	-4	1	-1	6	-0.3	4	-10	2

Next part, overlapping the part above by 6 compounds.
Each structure is followed by: S1P4 antagonist	RBBP9 inhibitor	Ba/F3 V617F tox	Runt-CBFb FRET	NPY1 pot ag	S1P4 ag	NPY-Y1 antag	NPY2 pot ag	BaF3 tox
CCCCOc1ccc(N(CC(=O)NC(C)C)C(=O)CCC(=O)Nc2ccccn2)cc1
 : -16	-5	-1	-7	3	1.5	3	-3	3
COc1ccc(NC(=O)Cn2ccc3c(OC)cccc3c2=O)cc1
 : 11	-1	-4	0	14	0.9	.	8	3
O=C(Nc1ccc(F)cc1F)N1CCCN(c2ccc([N+](=O)[O-])cn2)CC1
 : -11	-6	-2	2	8	2.0	.	-8	3
COc1ccc(N(CC(=O)Nc2cccc(C(C)=O)c2)S(C)(=O)=O)cc1OC
 : -5	-4	-2	0	18	-0.1	4	-2	1
Cc1ccnc(NC(c2ccncc2)c2c(C)[nH]c3ccccc23)c1 (centres undefined)
 : -9	-6	0	-4	-2	0.8	5	-6	11
CC(C)c1ccc(/C=C/C(=O)Nc2nncs2)cc1
 : -5	-4	1	-1	6	-0.3	4	-10	2
CC(C)Cn1c(-c2ccccc2)nc2ccccc2c1=O
 : 4	-6	9	0	-9	-1.4	2	-14	6
CCN(CC)CCOc1ccc2nc(N(C)C)sc2c1
 : 0	-3	1	2	16	3.3	0	6	9
O=C1c2ccccc2C(Nc2ccccc2)N1c1cccnc1 (centres undefined)
 : -12	-2	-7	3	11	-0.1	1	-10	0
CC(=O)N1CCN(c2ccccc2NC(=O)c2ccc(-c3cccc([N+](=O)[O-])c3)o2)CC1
 : 0	5	-4	7	10	-0.2	0	1	6
COc1ccccc1NC(=O)CCSCCC(=O)Nc1ccccc1OC
 : 0	5	0	-2	-17	1.4	-6	10	2
CC1CC1C(=O)OCC(=O)NC(=O)NC12CC3CC(CC(C3)C1)C2 (centres undefined)
 : -21	-3	-5	-2	8	-0.1	1	-4	1
CN1CCN(CC(O)COC(c2ccccc2)c2ccccc2)CC1 (centres undefined)
 : -2	-4	0	0	14	-0.3	4	-4	8
CCC1SC(=NC(=O)c2ccc(Cl)c(Cl)c2)NC1=O (centres undefined)
 : 15	-5	3	2	12	-0.7	1	-23	8
Cc1c(C(=O)Nc2ccc3c(c2)OCO3)sc2nc(-c3ccccc3)cn12
 : 0	-1	-1	2	-15	-0.8	0	-10	7
Oc1ccc2ccccc2c1Br
 : -14	-1	1	3	-4	2.7	-4	-3	1
COc1ccc2nc(C)cc(N3CCOCC3)c2c1
 : -6	4	4	2	-23	1.7	13	-24	2
Cn1cnnc1SCc1ccccc1
 : 19	-1	-5	1	24	-0.7	-3	13	1
Cc1ncc([N+](=O)[O-])n1CC(O)CCl (centres undefined)
 : -16	-5	-3	-1	-9	0.7	3	-8	5
Cc1ccc(C2CC2c2n[nH]c(=S)n2-c2cccc(Cl)c2)cc1 (centres undefined)
 : -10	-4	-3	9	9	0.4	-1	3	1
CCCCC(=O)NS(=O)(=O)c1ccc(NS(C)(=O)=O)cc1
 : 0	5	-1	-2	10	0.5	-7	-1	4
COc1ccc(-n2c(SCC(=O)Nc3ccc4c(c3)OCO4)nc3ccccc3c2=O)cc1
 : -11	-1	2	0	-11	0.6	0	-12	3
NNc1nc(-c2ccccc2)c2cc(Cl)ccc2n1
 : 12	-5	0	5	-7	0.3	.	-35	1
COC(=O)Cc1[nH]n(-c2nc3ccccc3s2)c(=O)c1C(C)=O
 : -14	0	3	3	6	0.1	1	2	3
CCSc1nc2ccccc2n1Cc1ccccc1F
 : -3	2	-6	0	21	-0.6	4	7	-1
O=C(NNC(=O)c1cc(-c2ccccc2)nn1-c1ccccc1)c1ccccc1
 : -1	-8	1	1	9	1.3	7	16	5
CCn1c2ccccc2c2nnc(NN)nc21
 : -8	-8	0	0	-4	-0.7	1	3	6
N#Cc1c(N)nc2c3c(sc(=N)c2c1N)NC(=O)CC3c1ccccc1Cl (centres undefined)
 : 2	-8	-5	1	-2	-2.6	1	13	5
Cc1cccc(OCCNc2nc3c(c(=O)n(C)c(=O)n3C)n2C)c1
 : -14	-4	-1	-1	1	3.9	5	-1	2
O=C(Cc1cccs1)N(Cc1ccco1)C1(C(=O)NC2CCCCC2)CCCCC1
 : -1	-4	-5	1	9	-2.6	50*	-11	4
CC(=O)NNC(=O)c1cc2c3ccccc3n(C)c2s1
 : 2	-4	2	0	-12	0.5	5	0	6
Cc1cc(C)nc(NC(=O)c2cnc3sccn3c2=O)n1
 : 1	-4	0	2	-21	-0.4	0	4	4
COc1ccc(S(=O)(=O)N2CCC(O)(c3cccnc3)CC2)cc1OC
 : 2	-7	-2	.	3	-0.8	3	-2	3
CCN1CCN(c2ccc(NC(=O)c3cccc(OCc4ccccc4)c3)cc2)CC1
 : 4	-2	2	3	20	-1.8	3	8	4
CCC1(c2ccc(F)cc2)NC(=O)N(CC(=O)Nc2ccc(-c3nc4ccc(C)cc4s3)cc2)C1=O (centres undefined)
 : -9	-10	-3	-5	5	0.3	8	6	1

Screens deposited in PubChem by several laboratories.
